Smad3 inh: Smad3 (human) transcription factor binding inhibition; P84022; TR-FRET Smad3/Dy647-FoxH1 peptide binding, europium anti-His; inhibition, % at 25 µM; 88,000 compounds, 0.29% hits; AID 630;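 active = compounds that reduce the energy-transfer binding signal between the protein and its labelled peptide by more than half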;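 note: 0% = Smad3 plus labelled peptide maximal FRET and 100% = peptide-only background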
Target sequence (P84022 whole entry, looked up): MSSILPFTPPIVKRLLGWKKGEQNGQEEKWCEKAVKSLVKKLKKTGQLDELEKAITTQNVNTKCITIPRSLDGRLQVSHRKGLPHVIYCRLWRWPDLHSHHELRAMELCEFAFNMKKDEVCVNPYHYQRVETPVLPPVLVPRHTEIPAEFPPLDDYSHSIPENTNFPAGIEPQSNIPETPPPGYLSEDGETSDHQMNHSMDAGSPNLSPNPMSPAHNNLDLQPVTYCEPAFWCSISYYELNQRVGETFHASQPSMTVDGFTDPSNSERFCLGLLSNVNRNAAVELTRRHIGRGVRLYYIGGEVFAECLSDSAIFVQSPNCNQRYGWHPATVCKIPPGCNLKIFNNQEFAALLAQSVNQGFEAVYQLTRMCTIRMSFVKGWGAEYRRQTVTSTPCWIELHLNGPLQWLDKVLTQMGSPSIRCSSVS
MT1-MMP txn act: activates MT1-MMP transcription; activation factor at 10 µM; 86,000 compounds, 0.16% hits; HT1080 MT1-MMP promoter luciferase reporter, luminescence, overnight; active compounds read high;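 active = activation factor of at least 2 for MT1-MMP transcription at 10 µM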
Mac1 fbg inh: CD11b/CD18-fibrinogen binding inhibition | P05107+P11215 | K562 CD11b/CD18 adhesion to fibrinogen, ATPlite luminescence; Mn2+ added to activate the integrin | inhibition, % at 10 µM | 93,000 compounds, 0.54% hits | AID 1497;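 active = primary inhibition of 50% or more at 10 µM, then 40% or more on retest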; note: some results filed as inactive read as strong as hits
sEH inh: blocks human soluble epoxide hydrolase activity | P34913 | recombinant human sEH enzymatic activity assay | inhibition, % at 2 µM | 91,000 compounds, 0.34% hits | AID 707; in the data active = inhibition above about 80%; note: values of inactives mirror those of a sister screen read the other way; many of its hits are not listed in these tables
Target sequence (P34913 whole entry, looked up): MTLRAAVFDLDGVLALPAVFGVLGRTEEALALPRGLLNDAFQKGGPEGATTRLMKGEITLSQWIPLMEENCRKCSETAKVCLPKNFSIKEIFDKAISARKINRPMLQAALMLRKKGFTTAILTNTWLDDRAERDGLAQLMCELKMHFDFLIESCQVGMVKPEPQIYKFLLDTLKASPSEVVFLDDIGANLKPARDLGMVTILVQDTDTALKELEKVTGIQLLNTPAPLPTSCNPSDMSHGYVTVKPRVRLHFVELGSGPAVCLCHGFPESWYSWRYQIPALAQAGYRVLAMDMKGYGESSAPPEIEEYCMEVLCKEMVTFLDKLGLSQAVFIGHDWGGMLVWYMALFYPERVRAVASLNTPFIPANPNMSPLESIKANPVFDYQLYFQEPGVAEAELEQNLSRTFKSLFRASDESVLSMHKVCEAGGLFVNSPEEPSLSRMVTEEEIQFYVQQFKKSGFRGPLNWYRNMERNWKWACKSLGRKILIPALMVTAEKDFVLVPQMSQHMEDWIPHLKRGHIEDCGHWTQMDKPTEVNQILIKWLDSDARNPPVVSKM
Mac1 fbg enh: enhancers of human CD11b/CD18 binding to fibrinogen; P05107+P11215; AID 1499; activation, % at 10 µM; 93,000 compounds, 0.07% hits; K562 CD11b/CD18 adhesion to fibrinogen, ATPlite luminescence;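 active = 10 µM primary screen giving 50% or more activity, confirmed by 40% or more on retest at that dose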; note: strong numbers were not always called active; reference of the scale not given here
Calb biofilm kill: kills Candida albicans biofilms; C. albicans biofilm + clotrimazole, Alamar Blue; inhibition, % at 6 µM; 85,000 compounds, 0.14% hits;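 active = inhibition above 20%; inactive = inhibition below 20%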;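 note: preformed 24 hr biofilms exposed to compound for 48 hr; 0% = biofilm without compound and 100% = blank killed by clotrimazole plus chlorhexidine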
sEH activator: increases human soluble epoxide hydrolase activity | 91,000 compounds, 0.04% hits | activation, % at 2 µM | AID 717 | purified human sEH enzymatic activity, activator screen | P34913; in the data active = activation above about 37%; note: values of inactives mirror those of a sister screen read the other way
ERb SRC1 inh: ER-beta (human) coactivator binding inhibition. TR-FRET ER-beta LBD / SRC1-Cy5 peptide binding; receptor agonist-loaded with 1 µM estradiol. inhibition, % at 25.6 µM. 86,000 compounds, 1.3% hits;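 active = compounds whose percent inhibition of the receptor-coactivator binding signal exceeds about 50% in the single-dose screen, limit read from the data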;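 note: 0% = receptor plus peptide wells without compound and 100% = peptide-only wells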
ERa coact pot: ER-alpha (human) coactivator binding potentiation; TR-FRET ERalpha-LBD/SRC-Cy5 coactivator binding, 2 h; 100 = basal binding, no effect; P03372; coactivator binding (% of control), % at 25.6 µM; 86,000 compounds, 1.3% hits; in the data active = activity above about 200%;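 note: binding measured in presence of low estradiol as agonist stimulus; 0% = peptide alone without receptor and 100% = receptor with peptide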
* = called active by the depositor; . = no result given; [ ] = remark or other dose.

Short keys: A = Smad3 inh; B = MT1-MMP txn act; C = Mac1 fbg inh; D = sEH inh; E = Mac1 fbg enh; F = Calb biofilm kill; G = sEH activator; H = ERb SRC1 inh; I = ERa coact pot
C=CCOc1ccc(CNC(C)(C)C)cc1OC
  A: .; B: .; C: -11; D: -8; E: -2; F: .; G: 9; H: .; I: .

Cn1nc(-c2ccccc2)c(CSc2ccccc2Cl)c1Cl
  A: 4; B: 1.1; C: -18; D: -16; E: -2; F: 2; G: 12; H: -2; I: 99

O=C(CNS(=O)(=O)c1ccc2ccccc2c1)OCC(=O)c1ccc(Br)s1
  A: .; B: .; C: 1; D: -7; E: 12; F: .; G: 8; H: .; I: .

CC1(C(=O)NC2CCCCCCC2)CCC(=O)N1Cc1cccs1 (stereo unspecified)
  A: -5; B: .; C: -27; D: -6; E: 2; F: 5; G: 9; H: -14; I: 124

CCCc1nn(C(=O)c2ccccc2)c2c1C(=O)CC(C)(C)C2
  A: 3; B: 1.1; C: -11; D: -5; E: -3; F: 8; G: -1; H: -4; I: 97

CC1CCc2sc(C(=O)NCc3ccc(F)cc3)cc2C1 (stereo unspecified)
  A: .; B: .; C: -32; D: 12; E: -2; F: .; G: -14; H: .; I: .

O=C(Cn1ncc2c1-c1ccccc1OC2)N1CCN(c2ccccn2)CC1
  A: 9; B: 1.1; C: -6; D: 8; E: 0; F: 12; G: -9; H: -4; I: 113

O=C(NCc1nc2ccccc2[nH]1)c1ccc(S(=O)(=O)N2CCOCC2)cc1
  A: 1; B: 1; C: -10; D: -4; E: 0; F: 6; G: 3; H: -2; I: 110

CCC1Oc2ccc(C)cc2N(CC(=O)N(Cc2ccncc2)Cc2ccco2)C1=O (stereo unspecified)
  A: -6; B: 1.2; C: .; D: 3; E: .; F: -1; G: -3; H: 3[fluorescence artefact?]; I: 112[fluorescence artefact?]

CC1CCN(c2ccc(C(=O)O)cc2N)CC1
  A: -14; B: 1; C: 1; D: -14; E: 2; F: -6; G: 13; H: 39[fluorescence artefact?]; I: 46[fluorescence artefact?]

CCOC(=O)C1CCN(C(=O)CN(c2cccc(OC)c2)S(=O)(=O)c2ccccc2)CC1
  A: -9; B: 1.2; C: 9; D: 9; E: 13; F: 3; G: -9; H: -1[fluorescence artefact?]; I: 115

CCOC(=O)Cn1c(S(=O)(=O)Cc2ccccc2Cl)nc(-c2ccccc2)c1-c1ccccc1
  A: .; B: .; C: 4; D: 7; E: -2; F: .; G: -6; H: .; I: .

O=C(O)c1c[nH]c2ccc(S(=O)(=O)N3CCN(c4ccc(F)cc4)CC3)cc2c1=O
  A: 1; B: 1.2; C: -1; D: .; E: 2; F: 4; G: .; H: 24; I: 89

O=C(Nc1ccc(Cl)cc1)N1CCC(c2nc(-c3ccc(F)cc3)no2)CC1
  A: 10; B: 1; C: 20; D: 79; E: -8; F: 1; G: -79; H: -3[fluorescence artefact?]; I: 121

CN(C)c1ccc(C2OC(=O)C3(CCCC3)C(=O)C2(C)C)cc1 (stereo unspecified)
  A: -17; B: 0.9; C: -2; D: -15; E: -4; F: -2; G: 15; H: -2[fluorescence artefact?]; I: 120

O=C(NC1CCCCCC1)c1c(F)c(F)c(F)c(F)c1F
  A: -3; B: 1.2; C: -4; D: .; E: 2; F: 13; G: .; H: -6; I: 110[fluorescence artefact?]

COc1nnc(-c2ccc(N3CCCCC3)c(NC(=O)C3CCCCC3)c2)c2ccccc12
  A: 3; B: 1; C: 67; D: 4; E: -7; F: 4; G: -2; H: -1; I: 109

O=C(O)c1sccc1Oc1ccc(F)cc1[N+](=O)[O-]
  A: -2; B: 1; C: 3; D: -6; E: -4; F: 2; G: 4; H: 46[fluorescence artefact?]; I: 61

O=C(c1cccs1)N1CCC(c2nc(-c3ccc(S(=O)(=O)N4CCOCC4)cc3)no2)CC1
  A: -6; B: 1.1; C: 0; D: -8; E: 0; F: 8; G: 10; H: -2; I: 116

Cc1cc(O)ccc1NC(=O)c1ccccc1
  A: -7; B: 1; C: -3; D: 1; E: -6; F: 5; G: -2; H: -23; I: 106

COc1ccc(OC)c(S(=O)(=O)Nc2cccc(F)c2)c1
  A: 7; B: 1.2; C: 0; D: -1; E: 2; F: 3; G: 3; H: 2[fluorescence artefact?]; I: 136

CCOc1ccc(NC(=O)CCN2CCN(S(=O)(=O)c3ccc(Cl)cc3)CC2)cc1
  A: 13; B: .; C: -23; D: 2; E: 0; F: 5; G: -4; H: -6; I: 101

CCOC(=O)CCP(=O)(O)C(O)c1ccccc1 (stereo unspecified)
  A: 6; B: 1.1; C: -25; D: 11; E: -2; F: 8; G: -9; H: -2; I: 103

O=C(Nc1ccccc1-c1ccccc1)c1cnccn1
  A: 3; B: 1.3; C: -2; D: 1; E: -1; F: 0; G: -3; H: 2[fluorescence artefact?]; I: 108

c1ccc2c(Oc3ccc4c(c3)OCO4)nncc2c1
  A: 6; B: 0.8; C: 4; D: .; E: -5; F: .; G: .; H: -5; I: 101[fluorescence artefact?]

CN=C(NC#N)SCC(=O)c1ccc(Cl)cc1Cl
  A: -1; B: 1.2; C: -8; D: -6; E: -2; F: 5; G: 8; H: -17; I: 102

CO/N=C/CC(=O)Nc1ccc(F)cc1F
  A: .; B: .; C: -6; D: 2; E: 1; F: .; G: -5; H: .; I: .

COCCOC(=O)c1c(NC(=O)CN2CCOCC2)sc(C(N)=O)c1C
  A: -2; B: 1.1; C: 8; D: -1; E: 1; F: 3; G: 0; H: 8[fluorescence artefact?]; I: 106

Cc1cc(C)n2nc3ccccc3c2n1
  A: -5; B: 1.2; C: 2; D: -1; E: 2; F: -3; G: 0; H: 7; I: 109

Cc1ccn(C(=O)c2ccc(NC(=O)C3CCCCC3)cc2)n1
  A: 6; B: 1.1; C: -1; D: 15; E: 9; F: 7; G: -15; H: -15; I: 102

COc1ccc(NC(=O)C2CCN(c3nc(C)nc4c3CCC4)CC2)cc1
  A: 11; B: 1; C: 41; D: .; E: -2; F: 9; G: .; H: -18[fluorescence artefact?]; I: 104

COC(=O)c1cccc(NC(=O)CCCOc2cccc(C)c2)c1
  A: -2; B: 1.1; C: 8; D: 6; E: -2; F: -2; G: -11; H: -5; I: 109

Cc1[nH]nc2c1C(c1ccc(-c3ccccc3C#N)o1)C(C#N)=C(N)O2 (stereo unspecified)
  A: 4; B: 1.3; C: 9; D: 12; E: -5; F: 5; G: -13; H: -6[fluorescence artefact?]; I: 99[fluorescence artefact?]

COc1ccccc1OCC(O)Cn1c(Br)nc2c1c(=O)[nH]c(=O)n2C (stereo unspecified)
  A: 6; B: 1.1; C: -4; D: 5; E: 3; F: 5; G: -6; H: 3; I: 106

O=C(CCN1C(=O)COc2ccccc21)N1CCCCC1
  A: 1; B: 1; C: 3; D: -9; E: -1; F: 7; G: 8; H: -11; I: 98

COc1cccc(-n2nc(-c3ccnn3-c3ccc(C)cc3)c(=O)n(C)c2=O)c1
  A: 2; B: 1.1; C: -34; D: 1; E: -1; F: 2; G: -2; H: 13; I: 116

Cc1noc(NS(=O)(=O)c2ccc(N/C=C\C(=O)c3ccc4c(c3)OCO4)cc2)c1C
  A: -14; B: 1.1; C: .; D: -4; E: .; F: 0; G: 3; H: 1; I: 92

Cc1ccc(NC(=O)CS(=O)CC(=O)Nc2cccc(C)c2C)cc1F (stereo unspecified)
  A: 17; B: 1; C: -5; D: 0; E: -2; F: 3; G: 0; H: -4[fluorescence artefact?]; I: 127

O=C(CS(=O)CC(=O)N(c1ccccc1)C(C(=O)NC1CCCC1)c1cccs1)Nc1ccc(F)cc1 (stereo unspecified)
  A: .; B: .; C: -3; D: -4; E: 3; F: .; G: 6; H: .; I: .

COc1ccc(C2C(C(=O)Nc3cc(C)on3)c3ccccc3C(=O)N2C)cc1OC (stereo unspecified)
  A: 0; B: 1.1; C: -7; D: -2; E: -5; F: 4; G: 3; H: -27; I: 101

CCOc1ccc(NC(=O)Cn2nnc(-c3ccccc3NC(=O)C3CC3)n2)cc1
  A: -8; B: 1.2; C: -1; D: 8; E: 2; F: 4; G: -9; H: 1; I: 99

CCOc1ccc(NC(=O)C(CC)NC(=O)c2ccccc2CO)cc1 (stereo unspecified)
  A: 10[fluorescence artefact?]; B: 1.2; C: -8; D: -12; E: -3; F: 6; G: 13; H: 0; I: 122

O=c1cc(CO)oc(C(Nc2ccccn2)c2ccc(F)cc2)c1O (stereo unspecified)
  A: -3; B: 1.1; C: 2; D: 6; E: -1; F: 9; G: -3; H: -9; I: 61[fluorescence artefact?]

CN1CCN(S(=O)(=O)c2ccc(N(C)CC(=O)Nc3ccc(F)cc3)nc2)CC1
  A: 0; B: 1.1; C: .; D: 10; E: .; F: 7; G: -9; H: 8; I: 162

Clc1cccc(Cl)c1CSc1cc2c(nn1)-c1ccccc1CC2
  A: .; B: .; C: 12; D: 0; E: -4; F: .; G: -2; H: .; I: .

COc1cccc(-c2cc(C(=O)NCCc3ccccc3)no2)c1
  A: 3; B: .; C: -2; D: -2; E: 14; F: -3; G: 4; H: 4; I: 116

O=C(Nc1ccon1)c1ccc2c(c1)OCO2
  A: -7; B: 1.3; C: -38; D: -1; E: 2; F: -2; G: -4; H: 0; I: 124

CCOC(=O)c1cc2c(ccn2C)n1CC(=O)N1CCN(c2ccccc2OC)CC1
  A: -3; B: 1; C: -4; D: -4; E: -4; F: -3; G: 4; H: -27; I: 139

Cc1cc(=O)n2nc(N3CCCC(C(=O)NCc4ccc5c(c4)OCO5)C3)sc2n1 (stereo unspecified)
  A: -2; B: 1.2; C: 10; D: .; E: 0; F: 9; G: .; H: 6; I: 101

O=C(Cc1ccc(Br)cc1)c1ccc(O)cc1O
  A: .; B: 1.5; C: 78*; D: -3; E: -4; F: .; G: 3; H: .; I: .

Printed as active in Mac1 fbg inh, of those listed so far:
smiles	Smad3 inh	MT1-MMP txn act	Mac1 fbg inh	sEH inh	Mac1 fbg enh	sEH activator	ERb SRC1 inh	ERa coact pot
O=C(Cc1ccc(Br)cc1)c1ccc(O)cc1O	.	1.5	78*	-3	-4	3	.	.

Following part
Short keys: A = Smad3 inh; B = MT1-MMP txn act; C = Mac1 fbg inh; D = sEH inh; E = Mac1 fbg enh; F = Calb biofilm kill; G = sEH activator; H = ERb SRC1 inh; I = ERa coact pot
Cc1ccc(NC(=S)NCC2CCCO2)cc1 (stereo unspecified)
  A: -2; B: 1.3; C: 7; D: 21; E: -3; F: 3; G: -25; H: 1; I: 104

CSc1nc(Oc2ccc3ccccc3c2)c2sccc2n1
  A: .; B: .; C: 17; D: -8; E: -2; F: .; G: 10; H: .; I: .

O=C(Cc1noc2ccccc12)Nc1ccc2ccccc2c1
  A: 7; B: 1.1; C: .; D: 19; E: .; F: 4; G: -17; H: 5; I: 91

O=C(CN(Cc1ccccc1Cl)C(=O)Cn1nnc(-c2cccs2)n1)NCC1CCCO1 (stereo unspecified)
  A: 3; B: 1.1; C: -2; D: .; E: 8; F: 7; G: .; H: -1; I: 103

Clc1ccc(C2=CSC3=Nc4cccc5cccc(c45)N23)cc1
  A: 20; B: 1.3; C: .; D: 10; E: .; F: -4; G: -8; H: 9[fluorescence artefact?]; I: 81[fluorescence artefact?]

CCn1c(SCC(=O)N(Cc2ccccc2)C2CCS(=O)(=O)C2)nc2ccccc2c1=O (stereo unspecified)
  A: 4; B: 1.2; C: 0; D: 13; E: 4; F: 1; G: -15; H: -1[fluorescence artefact?]; I: 89

Cc1ccc(-n2c(C)nc3c(cnn3-c3ccccc3Cl)c2=O)cc1C
  A: 2; B: 1.1; C: -34; D: -27; E: 2; F: 4; G: 22; H: -8; I: 107

CCCCOC(=O)C1[C@H]2C(=O)N(Cc3cccs3)C[C@]23C=C[C@H]1O3 (stereo partly specified)
  A: 2[fluorescence artefact?]; B: 1.1; C: 12; D: -2; E: 0; F: 2; G: 4; H: 8[fluorescence artefact?]; I: 117

COc1cccc(C2NC(=O)c3sc(=S)n(-c4ccccc4)c3N2)c1 (stereo unspecified)
  A: 7; B: 1.2; C: 1; D: -1; E: -1; F: -5; G: -4; H: 5; I: 106

CCCCN=c1sc(C(=O)OC)cc(=O)n1CCCC
  A: .; B: 1.1; C: 3; D: -3; E: -2; F: .; G: 2; H: .; I: .

These rows are one share of the data; count on the stated rates, not on these rows.
